PAFAH2 FP inh – PAFAH2 enzyme inhibitors, primary screen, biochemical, fluorescence polarization, human. inhibition, % at 3.39 µM. actives 0.99% (n = 340,000). recombinant PAFAH2, FP-rhodamine activity probe;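 active = inhibition above the mean over all tested compounds plus 3 SD, cut at about 30% in these data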;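 note: inhibitors block probe labeling of enzyme so polarization drops; 0% = enzyme with DMSO and 100% = wells lacking PAFAH2 protein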
PME-1 inh – PME-1 inhibitors via competitive probe labeling, primary screen, biochemical, fluorescence polarization, FP-Rh probe, HTS | Protein phosphatase methylesterase 1 (Homo sapiens), Q9Y570 | recombinant PME-1 | inhibition, % at 5.9 µM | actives 0.53% (n = 320,000) | AID 2130, 2009;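 active = inhibition above the campaign mean of all compounds plus 3 SD, cut at about 26% in these data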;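 note: competitive labeling of PME-1 active site by serine hydrolase directed probe; 0% = PME-1 with DMSO and 100% = wells lacking PME-1 enzyme; inhibitors block probe labeling so polarization falls and inhibition rises; many of its hits are not listed in these tables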
Target sequence (Q9Y570 whole entry, looked up): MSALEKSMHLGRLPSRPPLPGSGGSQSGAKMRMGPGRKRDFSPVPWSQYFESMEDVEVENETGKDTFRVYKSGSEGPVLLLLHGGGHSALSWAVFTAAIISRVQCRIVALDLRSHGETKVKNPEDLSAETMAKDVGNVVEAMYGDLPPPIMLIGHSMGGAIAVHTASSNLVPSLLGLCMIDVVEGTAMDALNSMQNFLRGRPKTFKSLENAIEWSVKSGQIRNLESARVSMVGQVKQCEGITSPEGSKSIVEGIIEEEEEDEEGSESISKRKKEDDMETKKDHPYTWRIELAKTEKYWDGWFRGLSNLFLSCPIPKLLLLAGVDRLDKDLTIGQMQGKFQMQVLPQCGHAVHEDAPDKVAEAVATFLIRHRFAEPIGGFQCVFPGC
GSTO1 inh – inhibitors of recombinant GSTO1, primary screen, counter-screen for RBBP9 inhibitor project, biochemical, fluorescence polarization; Glutathione S-transferase omega-1 (Homo sapiens), P78417; activity-based probe fluorescence polarization; inhibition, % at 5.96 µM; actives 1.1% (n = 300,000); AID 1974, 2009;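 active = inhibition above the campaign mean inhibition plus 3 SD, cut at about 35% in these data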;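 note: 0% = GSTO1-1 with DMSO and 100% = wells lacking GSTO1-1 enzyme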
Target sequence (P78417 whole entry, looked up): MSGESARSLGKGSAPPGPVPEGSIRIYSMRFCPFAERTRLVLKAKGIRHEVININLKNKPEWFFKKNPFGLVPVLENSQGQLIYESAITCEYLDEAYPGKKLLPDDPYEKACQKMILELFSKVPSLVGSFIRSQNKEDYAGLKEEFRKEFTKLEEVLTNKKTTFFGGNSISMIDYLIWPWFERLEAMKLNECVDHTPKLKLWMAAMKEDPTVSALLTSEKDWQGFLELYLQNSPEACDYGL
Fam108B counter – mouse Fam108B serine hydrolase inhibitors, primary screen, counter-screen for RBBP9 inhibitor project, biochemical, fluorescence polarization. recombinant Fam108B, FP-Rh probe fluorescence polarization. inhibition, % at 9.51 µM. actives 0.33% (n = 300,000);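 active = inhibition above the screen mean inhibition plus 3 SD, computed separately per campaign, cut at about 18% in these data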;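 note: inhibitors lower polarization as less probe binds the enzyme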
pPAFAH inh – pPAFAH enzyme inhibitors, primary screen, biochemical, fluorescence polarization, human; inhibition, % at 3.39 µM; Platelet-activating factor acetylhydrolase (Homo sapiens), Q13093; actives 1.5% (n = 330,000); recombinant pPAFAH, FP-rhodamine probe fluorescence polarization;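 active = inhibition above the mean inhibition across the screen plus 3 SD, cut at about 25% in these data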;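 note: inhibitors block binding of the rhodamine activity-based probe so polarization drops; 0% = enzyme with DMSO and 100% = wells lacking pPAFAH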
LYPLA1 inh – LYPLA1 inhibitors, primary screen, counter-screen for PME1 inhibitor project, biochemical, fluorescence polarization, FP-Rh probe ABPP; Acyl-protein thioesterase 1 (Homo sapiens), O75608; recombinant LYPLA1; inhibition, % at 5.9 µM; actives 0.16% (n = 320,000); AID 2174, 2009;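 active = inhibition above the mean of all tested compounds plus 3 SD, set per campaign, cut at about 14% in these data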;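 note: inhibitors block serine hydrolase probe labeling of LYPLA1 so polarization falls; 0% = enzyme with DMSO and 100% = wells lacking LYPLA1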
Target sequence (O75608 whole entry, looked up): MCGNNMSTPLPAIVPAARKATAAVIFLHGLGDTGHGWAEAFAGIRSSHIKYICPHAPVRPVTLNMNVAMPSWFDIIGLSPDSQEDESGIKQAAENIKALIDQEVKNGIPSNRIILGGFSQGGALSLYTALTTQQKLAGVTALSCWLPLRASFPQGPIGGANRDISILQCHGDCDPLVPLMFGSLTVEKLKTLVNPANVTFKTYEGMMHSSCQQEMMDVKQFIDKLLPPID
PAFAH1B2 inh – PAFAH1B2 enzyme inhibitors, primary screen, biochemical, fluorescence polarization, human. Platelet-activating factor acetylhydrolase IB subunit alpha2 (Homo sapiens), P68402. actives 1.2% (n = 340,000). inhibition, % at 3.39 µM. recombinant PAFAH1B2, FP-rhodamine activity probe;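 active = inhibition above the mean of all tested compounds plus 3 SD, cut at about 24% in these data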;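 note: 0% = enzyme with DMSO and 100% = wells lacking PAFAH1B2; many of its hits are not listed in these tables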
Target sequence (P68402 whole entry, looked up): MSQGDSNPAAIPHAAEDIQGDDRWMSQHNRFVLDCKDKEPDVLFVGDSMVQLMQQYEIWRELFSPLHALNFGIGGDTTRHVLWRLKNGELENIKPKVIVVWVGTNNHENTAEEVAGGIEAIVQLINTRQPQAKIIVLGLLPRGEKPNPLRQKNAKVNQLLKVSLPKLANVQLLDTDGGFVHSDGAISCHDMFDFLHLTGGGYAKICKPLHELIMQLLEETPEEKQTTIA
PAFAH1B3 inh – PAFAH1B3 enzyme inhibitors, primary screen, biochemical, fluorescence polarization, human | Platelet-activating factor acetylhydrolase IB subunit alpha1 (Homo sapiens), Q15102 | recombinant PAFAH1B3, FP-rhodamine probe | inhibition, % at 3.39 µM | actives 0.28% (n = 340,000) | AID 492972, 2010;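 active = inhibition above the screen-wide average of all tested compounds plus 3 SD, cut at about 25% in these data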;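 note: 0% = enzyme with DMSO only and 100% = wells lacking PAFAH1B3 protein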
PAD4 FP inh – human PAD4 inhibitors, primary screen, biochemical, fluorescence polarization, 1536-well format; recombinant PAD4, RCA probe fluorescence polarization; inhibition, % at 6.36 µM; actives 0.41% (n = 330,000); AID 485272, 2010;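 active = percent inhibition above a cutoff equal to the mean of all tested compounds plus 3 SD, cut at about 15% in these data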;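 note: 0% = PAD4 with RCA probe and DMSO and 100% = probe without PAD4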
* hit, by the source's call; · = not tested or not shown. Only part of the results is shown, so the mix of outcomes need not match the whole.

SMILES	PAFAH2 FP inh	PME-1 inh	GSTO1 inh	Fam108B counter	pPAFAH inh	LYPLA1 inh	PAFAH1B2 inh	PAFAH1B3 inh	PAD4 FP inh
O=C(c1ccco1)N1CCN(c2ccc([N+](=O)[O-])cc2Cl)CC1	2.1	0.1	-2.5	-2.5	7.1	2.2	3.5	-3.9	-1.9
C=C(C)COc1ccc(-c2[nH]ncc2Oc2ccccc2OCC)c(O)c1	1.1	6.3	1.7	-2.1	8.8	-5.8	0.5	4.6	3.4
CC(Sc1nnnn1-c1ccccc1)C(=O)NC1CCCC1 (centres undefined)	-1.3	-2.5	·	·	2.4	0.2	2.5	5.0	4.7
COc1cc(S(=O)(=O)N2CCCCC2)ccc1NC(=O)c1ccccc1Cl	10.6	4.5	0.0	-12.9	6.5	1.3	-1.0	11.7	-3.1
O=C(O)c1cc([N+](=O)[O-])ccc1NCCCc1ccccc1	13.8	12.8	5.4	2.4	26.6*	-6.2	50.5*	3.0	0.5
CCOC(=O)N1CCN(Cc2ccccn2)CC1	-18.9	-0.3	3.6	2.1	6.3	0.1	-7.2	-3.7	3.1
CCn1cc(CNC(=O)c2cc(-c3ccccc3OC)nc3ccccc23)c(C)n1	-1.4	-4.7	3.9	0.2	1.6	-2.5	-3.0	-8.4	1.3
COC(=O)c1ccccc1NC(=O)c1noc2c1CC(C(C)(C)C)CC2 (centres undefined)	1.6	-4.7	-2.9	0.3	-2.7	-1.2	-1.6	5.0	-1.3
Cc1nc(SCc2nc3ccc(F)cc3[nH]2)c2oc3ccccc3c2n1	-3.1	·	·	·	-2.4	·	7.5	5.1	-1.7
Cc1ccc(-c2noc(CN3CCN(C(c4ccccc4)c4ccccc4)CC3)n2)cc1	0.7	-12.1	-0.9	-0.5	4.8	0.8	-0.2	5.8	-2.0
CCOCCOc1nc2c(c(=O)n(C)c(=O)n2C)n1Cc1ccc(C)cc1	-8.1	-1.5	4.3	0.3	0.3	0.1	10.9	-7.9	-2.8
Cc1[nH]n(-c2ccccc2)c(=O)c1C1(C(F)(F)F)C(=O)N(c2ccccc2)C2=C1C(=O)CC(C)(C)C2 (centres undefined)	-5.1	-1.3	2.1	1.0	-1.6	-2.6	-3.8	3.0	-5.9
CCOC(=O)N1C2=NC(C(=O)OC)=C(C(=O)OC)[C@@H]3Nc4ccccc4[C@]23C[C@H]1C(=O)OC	4.9	-0.2	10.4	5.4	0.4	1.3	-2.1	10.3	-1.6
COc1ccc(C(=O)/C=C2\NCC3c4ccccc4CCN3C2=O)cc1 (centres undefined)	-3.2	-4.3	6.2	-1.9	1.7	2.6	-1.1	4.0	-5.4
COc1ccc(C2CC(c3cccs3)=NN2C(=O)CCC(=O)O)cc1 (centres undefined)	-3.6	0.5	-4.2	-2.8	2.9	-1.2	0.5	0.6	2.5
CC[C@H](C)[C@H](NC(=O)OCc1ccccc1)C(=O)OCC(=O)N(C)CC(=O)Nc1ccccc1Cl	3.2	0.3	1.5	1.1	1.8	1.0	2.1	-1.4	-3.4
O=C(NCc1ccc(Cl)cc1Cl)C1CC(=O)N(Cc2ccccc2)C1 (centres undefined)	1.3	0.5	6.8	0.7	3.0	-1.8	6.5	2.8	-0.4
Cc1cc(C)nc(N2C(=O)CC(C(C)c3ccccc3)C2=O)n1 (centres undefined)	2.5	0.9	-5.9	0.0	6.8	-1.8	1.4	6.4	-1.6
COc1ccc(C(=O)Nc2cc(C(=O)NCCc3ccccc3)ccc2Cl)cc1	-4.0	-8.2	-5.6	-6.6	8.0	-4.0	-3.8	-1.7	-1.2
COCCNC(=O)c1nc2c(nnn2Cc2cc(C)ccc2C)c(=O)[nH]1	21.6	7.7	4.3	3.9	-1.5	4.1	2.6	2.0	-0.1
COc1ccc([N+](=O)[O-])cc1NC(=O)C(C)NNC(=O)c1cccc([N+](=O)[O-])c1 (centres undefined)	-3.8	·	·	·	2.1	·	6.0	-0.4	0.1
Cc1cc(C)n(CCn2nc(C)cc2C)n1	-4.9	0.7	1.7	-4.0	1.0	0.1	2.1	3.8	-3.3
O=C(NCCO)c1ccc(Cl)c(Cl)c1	-3.9	2.6	6.7	5.4	0.0	-1.1	-5.9	2.8	5.0
CCOc1ccc(NC(=S)N2C3CCCC2CC(NC(=O)C2CC2)C3)cc1 (centres undefined)	-19.5	-6.1	12.9	-0.1	-4.0	0.4	4.3	14.1	2.7
COc1ccc(Cl)cc1C(=O)NNC(=O)CCNS(=O)(=O)c1ccccc1	6.3	·	·	·	0.3	·	4.2	11.4	-0.2
Cc1cc(C)c2[nH]c(O)c(N=NC(=O)c3cc4c(s3)CCCC4)c2c1	·	26.4*	0.3	0.1	6.1	2.3	·	·	3.0
CCOC(=O)c1c(-c2ccncc2)csc1N	-10.8	-1.1	12.0	2.1	1.0	-3.0	2.6	-5.7	-3.4
CC1(C)Cc2c(C#N)c(SCC(=O)c3ccccc3)nc(N3CCOCC3)c2CS1	-1.4	-2.2	-7.6	-1.7	1.8	-1.9	-1.7	-0.9	-7.1
O=C(CN1C(=O)NC(Cc2c[nH]c3ccccc23)C1=O)Nc1ccccc1C(F)(F)F (centres undefined)	-11.7	·	·	·	0.6	·	2.9	7.0	5.1
O=c1cc(C(F)(F)F)nc(SCc2cccnc2)[nH]1	-4.6	4.1	4.8	6.9	4.1	2.4	-2.7	7.8	-1.1

Continued; the last two above are carried over.
SMILES	PAFAH2 FP inh	PME-1 inh	GSTO1 inh	Fam108B counter	pPAFAH inh	LYPLA1 inh	PAFAH1B2 inh	PAFAH1B3 inh	PAD4 FP inh
O=C(CN1C(=O)NC(Cc2c[nH]c3ccccc23)C1=O)Nc1ccccc1C(F)(F)F (centres undefined)	-11.7	·	·	·	0.6	·	2.9	7.0	5.1
O=c1cc(C(F)(F)F)nc(SCc2cccnc2)[nH]1	-4.6	4.1	4.8	6.9	4.1	2.4	-2.7	7.8	-1.1
O=S(=O)(Cc1ccccc1)NCCc1ccc(F)cc1	8.9	5.9	5.0	1.7	-1.8	-2.1	15.8	6.0	-4.0
C=CCC1(CC=C)CCCN1C(=O)c1cc(COc2ccc(F)c(F)c2)on1	-4.7	-5.2	0.2	-3.9	1.2	-1.7	12.4	-2.4	-1.3
COCC(C)NC(=O)C1CC(=O)N(c2ccc(C)cc2)C1 (centres undefined)	-0.4	0.4	-3.5	2.2	0.6	3.1	5.9	10.1	3.2
CC(=O)Nc1ccc(CN2CCN(Cc3ccc(C)cc3)C(CCO)C2)cc1 (centres undefined)	3.2	1.7	-7.1	-0.3	1.1	-0.9	3.6	-6.8	2.1
CC(=O)Nc1ccc(S(=O)(=O)N2CCN(C(=O)N3CCCCCC3)CC2)cc1	-3.4	-5.7	-4.4	-3.6	0.0	-0.1	0.3	3.7	-4.4
C[n+]1ccc(/C=C/c2cccs2)cc1	6.4	-3.5	5.9	-7.7	9.5	-2.6	0.2	0.9	-3.0
CCc1ccc(-c2nn(-c3ccccc3)cc2C2SCC(=O)N2Cc2ccco2)cc1 (centres undefined)	4.3	7.1	-1.0	1.7	3.1	0.8	-2.1	-2.8	-3.2
COc1cc2c(cc1OC)C(SC)=NC(C)(C)C2	0.2	-0.3	3.9	-3.1	-0.5	2.0	9.4	3.0	1.5
CCOc1cc(NC(=S)NCC2CCCO2)c(OCC)cc1NC(=O)c1cccc(C)c1 (centres undefined)	4.7	7.6	-1.2	0.5	-0.5	-2.9	-1.0	6.7	-3.5
CC(C)NC(=O)CCc1nc2cccnc2n1-c1ccccc1	6.7	2.1	-1.5	3.6	3.6	-1.7	-3.4	3.8	3.2
Cc1cc2ccccc2n1CCNC(=O)C(C)Oc1ccccc1 (centres undefined)	4.6	-0.1	1.3	5.0	7.9	2.4	8.5	-6.4	6.6
O=C1N=C(c2ccccc2)S/C1=C\c1cccs1	23.8	5.3	7.0	3.7	17.6	-1.9	15.2	13.1	3.0
COc1ccc(CNC(=O)C2CCN(S(=O)(=O)c3ccc(SC)cc3)CC2)cc1	9.9	8.5	0.3	-1.0	-2.4	0.8	6.0	4.9	-1.2
CC(C)C(=O)NCCc1nc2ccccc2n1CCOc1ccccc1	1.7	3.6	1.3	0.3	1.2	4.2	8.6	6.2	0.7
CCc1nc(Nc2cccc(OC)c2)c2oc3ccccc3c2n1	2.0	2.4	-8.5	1.7	-3.5	-2.9	-4.8	9.9	-10.3
COc1cccc(CN2CCN(C(=O)c3oc4c(F)cccc4c3C)CC2=O)c1	-2.5	4.2	-1.5	-0.2	3.4	-7.3	2.5	8.1	-2.5
CCn1c(/C=N/NC(=O)c2ccc(OC)cc2)nc2ccccc21	41.7*	2.5	-8.5	-4.4	-2.6	-4.8	-1.4	6.3	-0.3
O=C(NCC1CCCO1)Nc1ccc2c(c1)OCO2 (centres undefined)	4.1	-2.9	-2.0	-0.2	-1.5	0.1	3.8	11.4	-2.0
CCCCC(=O)Nc1ccccc1C#N	2.2	-5.3	7.1	-0.3	1.2	0.7	6.8	4.6	0.8
CN(Cc1ccno1)C(=O)CC1C(=O)NCCN1CC(c1ccccc1)c1ccccc1 (centres undefined)	-10.3	-7.8	6.3	1.4	2.8	-2.1	8.2	3.4	-1.7
CC(C)c1ccc2c(c1)C(=O)NC(C)(C)C2	-10.0	-1.9	2.2	-5.2	4.1	1.2	0.8	3.5	4.0
CC1(C)C(=O)C2(CCCCC2)C(=O)OC1c1ccc(O)cc1 (centres undefined)	-4.4	0.5	4.3	3.1	16.4	0.0	0.0	7.9	6.8
CN(C(=O)CCN1C(=O)C2C3C=CC(C3)C2C1=O)c1ccccc1 (centres undefined)	-0.3	9.9	7.5	-1.7	2.0	-0.6	1.6	1.3	5.3
CC(C)(C)OC(=O)N1CCC(Cc2cc(-c3cccnc3)no2)(C(=O)O)CC1	0.2	0.3	4.5	-1.2	2.8	4.0	0.5	-1.0	2.7
COc1ccc(Br)cc1C1NC(=O)NC(C)=C1C(=O)N(C)C (centres undefined)	-0.2	3.7	-5.0	-0.5	2.3	-0.1	1.1	7.4	2.9
COc1ccccc1/C=C/C=N/NC(=O)c1cnccn1	5.4	3.7	-3.0	0.5	1.9	1.7	2.0	-1.9	1.2
COc1cc(OC)c(OC)cc1CNCc1ccc2c(c1)OCO2	5.1	-3.8	-0.5	1.6	3.3	4.8	1.9	2.6	0.4
Cc1cc(C)cc(NC(=O)COc2ccc3c(C)c(Cc4ccccc4)c(=O)oc3c2)c1	·	-8.2	8.7	1.6	-4.5	-1.8	·	·	-0.1
COc1ccc(/C=N/N2CCOCC2)cc1Cn1nc(C)c([N+](=O)[O-])c1C	2.9	1.4	4.3	3.0	3.8	-2.0	5.2	-1.4	1.7
CSc1cc(-c2ccco2)oc1C(=O)c1ccco1	9.2	2.0	19.4	0.6	13.6	3.0	2.4	3.3	3.7
COc1ccc(CNc2nc3nc(C)c(Cl)c(C)n3n2)cc1	0.7	4.2	2.9	2.4	-3.0	-1.8	5.9	-10.1	-2.8
